# Screening results as filed in PubChem.
# Mdm2 MdmX PPI – disrupts the human Mdm2-MdmX interaction | O15151+Q00987 | SaOS-2 split-luciferase Mdm2/MdmX complementation, luminescence | inhibition, % at 8 µM | 3% of 330,000 active | AID 485346;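 active = inhibition of at least 50% at 8 µM in the primary screen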
# Target sequence (O15151 whole entry, looked up): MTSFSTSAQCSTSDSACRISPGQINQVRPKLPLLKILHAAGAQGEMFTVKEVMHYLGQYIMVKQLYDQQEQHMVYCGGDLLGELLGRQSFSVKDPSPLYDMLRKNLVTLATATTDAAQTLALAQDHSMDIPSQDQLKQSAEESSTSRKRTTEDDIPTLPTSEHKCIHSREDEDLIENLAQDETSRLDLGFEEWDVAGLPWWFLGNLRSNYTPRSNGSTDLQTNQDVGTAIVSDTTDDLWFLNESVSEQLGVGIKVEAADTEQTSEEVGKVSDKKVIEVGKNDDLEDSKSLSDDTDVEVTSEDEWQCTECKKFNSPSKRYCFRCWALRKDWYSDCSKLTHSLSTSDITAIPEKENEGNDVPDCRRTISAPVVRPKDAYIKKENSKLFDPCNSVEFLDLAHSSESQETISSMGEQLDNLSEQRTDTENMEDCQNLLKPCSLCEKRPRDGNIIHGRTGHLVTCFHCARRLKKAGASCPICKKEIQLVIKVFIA
# Target sequence (Q00987 whole entry, looked up): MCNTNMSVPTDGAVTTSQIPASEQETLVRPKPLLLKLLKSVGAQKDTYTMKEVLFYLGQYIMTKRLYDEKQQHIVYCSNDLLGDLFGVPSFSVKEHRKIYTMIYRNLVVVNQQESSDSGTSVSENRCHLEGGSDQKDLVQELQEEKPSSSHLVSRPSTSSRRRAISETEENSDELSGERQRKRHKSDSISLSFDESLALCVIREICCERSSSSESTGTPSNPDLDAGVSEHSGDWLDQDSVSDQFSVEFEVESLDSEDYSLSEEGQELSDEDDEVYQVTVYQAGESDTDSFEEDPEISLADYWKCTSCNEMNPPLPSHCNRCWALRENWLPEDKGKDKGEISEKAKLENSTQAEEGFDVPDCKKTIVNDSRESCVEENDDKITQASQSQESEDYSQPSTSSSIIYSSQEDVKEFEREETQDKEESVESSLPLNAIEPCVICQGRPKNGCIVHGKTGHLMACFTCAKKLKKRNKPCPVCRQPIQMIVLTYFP
# tim10-1 inh – tim10-1 yeast growth inhibition | AID 463190 | 2.2% of 330,000 active | S. cerevisiae tim10-1 ts strain growth, BacTiter-Glo, 24 h | inhibition, % at 20 µM;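 active = inhibition of at least 40%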;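 note: mutant grown at 25 °C; 0% = DMSO wells with yeast and 100% = wells holding no yeast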
# TIM10 inh – TIM10 yeast growth inhibition | AID 463195 | S. cerevisiae TIM10 strain growth, BacTiter-Glo luminescence, 24 h | inhibition, % at 10 µM | 1.4% of 330,000 active;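 active = inhibition of 40% or more at the single tested concentration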;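 note: wild-type TIM10 isogenic control strain grown at permissive 25 °C; 0% = DMSO yeast wells and 100% = minimal medium wells without yeast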
# APJ agonist – agonists of human APJ apelin receptor; activation, % at 20 µM; P35414; CHO-K1 APJ PathHunter beta-arrestin, luminescence; 0% DMSO wells, 100% apelin; AID 2520; 0.11% of 330,000 active;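 active = activation more than six SD over the plate average, tested at 20 µM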;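 note: 0% = DMSO alone and 100% = apelin-13 at 10 nM; some results filed as inactive read as strong as hits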
#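 system = engineered CHO-K1 APJ arrestin reporter cells | input = 1000 cells per well | timing = overnight seeding, 90 min compound at 25 °C, 1 h detection | measured by = enzyme-fragment complementation luminescence | read-out = beta-arrestin recruitment to APJ as agonist activity, luminescent signal | control set = negative DMSO alone, positive Apelin-13 at 10 nM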
# CHOP UPR activ – activators of apoptotic arm of unfolded protein response (CHOP) | CHO-CHOP luciferase reporter, UPR activation, luminescence; percent of tunicamycin response over DMSO baseline | activation, % at 10 µM | 0.34% of 330,000 active;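 active = at 10 µM dose, activation of 40% or more, normalized to positive control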;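 note: 100% = tunicamycin at 10 µg/mL and 0% = DMSO alone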
#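 System: CHO-CHOP luciferase reporter cell line | Buffer or medium: F12 medium containing 10% fetal bovine serum | Doses: One dose, 10 µM in 0.5% DMSO | Times: 6 h compound exposure at 37 °C after overnight seeding | Signal: Luciferase luminescence | Read-out: % activation vs tunicamycin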
# APJ antag – blocks the human apelin receptor APJ. CHO-K1 APJ beta-arrestin complementation, luminescence. inhibition, % at 20 µM. 0.32% of 330,000 active. AID 2521;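 active = inhibition above about 40% at 20 µM, limit read from the data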;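 note: cells challenged with 10 nM apelin-13 agonist together with compound; plate controls were apelin-13 plus DMSO wells for no effect and DMSO wells lacking apelin-13 for full effect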
# XBP1 UPR activ – adaptive UPR (XBP1) activation | 0.33% of 330,000 active | activation, % at 20 µM | AID 463104 | CHO-XBP1 luciferase reporter, IRE1-XBP1 UPR activation, luminescence; percent of tunicamycin response, DMSO as zero;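 active = versus positive control, 20 µM dose yields 30% or more activation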;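 note: 100% = tunicamycin at 10 µg/mL and 0% = DMSO only wells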
#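 assay system = CHO-XBP1 luciferase reporter cells | amount = 1000 cells/well | buffer or medium = F12 plus 10% FBS | compound dosing = single point, 20 µM final compound, 1% DMSO | incubation = 16-18 h cell attachment at 37 °C, then 6 h compound exposure | detection = Steady-Glo luminescence read | controls = tunicamycin 10 µg/mL and vehicle-only wells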
# CXCR6 block – inhibitors of human CXCR6 receptor | inhibition, % at 20 µM | AID 602244 | CHO-K1 PathHunter CXCR6 beta-arrestin, luminescence | 0.36% of 360,000 active; in the data active = inhibition above about 34%, passing the limit was not always enough;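 note: antagonist mode with CXCL16 agonist at 10 nM final; 0% = 10 nM CXCL16 with DMSO and 100% = unstimulated wells without agonist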
# tim23-1 inh – tim23-1 yeast growth inhibition; S. cerevisiae tim23-1 growth, BacTiter-Glo luminescence, 24 h; inhibition, % at 20 µM; 1.3% of 330,000 active; AID 463212;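 active = growth inhibition of the mutant yeast at or above 50%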;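 note: temperature-sensitive mutant grown at 25 °C; plate controls were DMSO-treated mutant yeast for no effect and medium wells lacking yeast for full effect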
# * hit, by the source's call. Not all compounds are listed; the hit share may differ from the screen's.
SMILES,Mdm2 MdmX PPI,tim10-1 inh,TIM10 inh,APJ agonist,CHOP UPR activ,APJ antag,XBP1 UPR activ,CXCR6 block,tim23-1 inh
CC(=O)Nc1cccc(Oc2ccc3c(c2)C(=O)N(CCC(=O)O)C3=O)c1,15,5,-8,-2,-1.3,11,3,-13,14
CCN(C(=O)c1cnc(N2CCN(c3ncccn3)CC2)c2ccccc12)c1cccc(Cl)c1,41,31,20,6,2.4,4,1,1,21
CCNC(=S)N(CCO)Cc1cc2cc3c(cc2[nH]c1=O)OCO3,-18,-5,-7,-4,-0.1,3,0,4,4
O=C(Nc1ccccc1C(=O)Nc1ccccc1)c1ccccc1Br,-1,11,16,-1,0.0,8,-2,1,17
FC(F)(F)c1cccc(Nc2nc(N3CCCC3)nc(N3CCCC3)n2)c1,0,22,16,0,-0.9,7,7,3,3
CCOC(=O)CNC(=O)CSc1nc(N)cc(N)n1,-6,18,-5,-6,-0.4,-6,-1,-4,9
O=C(O)COc1ccccc1C1C2C(=O)N(c3ccc(F)cc3)C(=O)C2ON1c1ccccc1 (stereo not drawn),13,15,10,-1,0.3,8,-2,1,19
N=c1sccn1CC(=O)Nc1ccccc1-c1ccccc1,15,1,-16,-4,-2.0,1,-4,5,-4
Cn1c(CC(=O)Nc2ccccc2F)nnc1SCC(=O)NC1CCCC1,2,-24,5,0,0.6,10,-1,1,1
CCOCCCNC(=O)c1cn(C)c(=O)c2cc(OC)c(OC)cc12,-29,4,1,4,-1.9,-22,0,-1,17

# The closing 2 entries of the section before lead into the next:
SMILES,Mdm2 MdmX PPI,tim10-1 inh,TIM10 inh,APJ agonist,CHOP UPR activ,APJ antag,XBP1 UPR activ,CXCR6 block,tim23-1 inh
Cn1c(CC(=O)Nc2ccccc2F)nnc1SCC(=O)NC1CCCC1,2,-24,5,0,0.6,10,-1,1,1
CCOCCCNC(=O)c1cn(C)c(=O)c2cc(OC)c(OC)cc12,-29,4,1,4,-1.9,-22,0,-1,17
C/C(=N\NC(=O)c1cc(-c2cccs2)nc2ccccc12)c1ccccn1,80*,67*,32,-8,248*,39,6,45*,40
CC1CCC(NC(=O)CCS(=O)(=O)c2ccc3c(c2)NC(=O)C(C)S3)CC1 (stereo not drawn),21,5,-10,2,2.5,-11,-4,-17,8
O=C(COc1ccc(Br)cc1)N(Cc1ccccc1)c1ccccn1,17,4,-10,-2,-0.3,6,-3,6,14
Cc1ccc(CNc2nc(C)cs2)cc1,-19,9,-12,-3,2.7,3,-3,-2,-4
COc1cccc(-c2sc3ccc(OC)cc3c2-c2ccc(OCCN(C)C)cc2)c1,99*,0,35,-4,3.3,5,25,3,8
CCN(CC)C(=O)CSc1nnc(-c2cccnc2)n1CCc1ccccc1,-13,-8,-10,0,-0.8,-8,-1,-2,26
CC(=O)N/C(=C/c1ccc(OS(=O)(=O)c2ccc(C)cc2)cc1)C(=O)NCCCO,3,0,8,3,-0.3,-1,-2,4,5
O=[N+]([O-])c1ccc(/C=N/n2c(-c3cccnc3)n[nH]c2=S)cc1,11,13,-15,1,0.4,5,-5,-3,-12
CCCCC#Cc1cncc(C(=O)NN)c1,6,7,7,5,2.0,-21,-4,-15,10
COCCn1c(SCC#N)nnc1-c1ccccc1,-16,-2,-3,-3,-1.4,3,-1,-5,2
O=c1c(Cl)c(NCc2ccccc2Cl)cnn1C12CC3CC(CC(C3)C1)C2,24,6,41*,0,2.9,5,0,9,52*
CC(c1nc2ccccc2c(=O)[nH]1)N1CCOCC1 (stereo not drawn),24,11,5,-1,-0.5,-3,-2,-1,3
CC(=O)c1c(C)[nH]c(C(=O)OCC(=O)Nc2c(C)n(C)n(-c3ccccc3)c2=O)c1C,11,5,3,4,0.2,9,1,0,12
CN(Cc1ccco1)C(=O)C1CCC(=O)N(CCc2cccc(F)c2)C1 (stereo not drawn),-18,17,11,1,-1.4,4,0,-6,9
Cn1cnc([N+](=O)[O-])c1Sc1ccc(Br)cc1,21,40,8,-1,-2.3,-12,1,-5,26
COc1cccc(N=Nc2c(C)[nH]n(-c3ccccc3)c2=O)c1,-118,-15,-3,-7,4.4,10,5,16,17
COc1ccc2[nH]cc(C(=O)CN3CCN(C(=O)c4ccco4)CC3)c2c1,-21,19,8,0,-2.5,-25,8,2,13
CC(OC(=O)c1cccs1)C(=O)NCc1ccccc1 (stereo not drawn),19,21,38,-2,3.1,-21,7,-5,25
Cc1nn(CC(=O)N2CCC(C)CC2)c(=O)c2nn(-c3ccccc3)c(C)c12,4,2,9,-1,-2.1,23,-4,-7,9
CCCCNC(=O)Cn1cnc2c(cnn2-c2ccc(C)cc2)c1=O,10,-10,-2,-3,0.0,-24,-2,3,6

# Given bar-delimited: entries from further up
Compound | Mdm2 MdmX PPI | tim10-1 inh | TIM10 inh | APJ agonist | CHOP UPR activ | APJ antag | XBP1 UPR activ | CXCR6 block | tim23-1 inh
CCCCC#Cc1cncc(C(=O)NN)c1 | 6 | 7 | 7 | 5 | 2.0 | -21 | -4 | -15 | 10
COCCn1c(SCC#N)nnc1-c1ccccc1 | -16 | -2 | -3 | -3 | -1.4 | 3 | -1 | -5 | 2
O=c1c(Cl)c(NCc2ccccc2Cl)cnn1C12CC3CC(CC(C3)C1)C2 | 24 | 6 | 41* | 0 | 2.9 | 5 | 0 | 9 | 52*
CC(c1nc2ccccc2c(=O)[nH]1)N1CCOCC1 (stereo not drawn) | 24 | 11 | 5 | -1 | -0.5 | -3 | -2 | -1 | 3
CC(=O)c1c(C)[nH]c(C(=O)OCC(=O)Nc2c(C)n(C)n(-c3ccccc3)c2=O)c1C | 11 | 5 | 3 | 4 | 0.2 | 9 | 1 | 0 | 12
CN(Cc1ccco1)C(=O)C1CCC(=O)N(CCc2cccc(F)c2)C1 (stereo not drawn) | -18 | 17 | 11 | 1 | -1.4 | 4 | 0 | -6 | 9
Cn1cnc([N+](=O)[O-])c1Sc1ccc(Br)cc1 | 21 | 40 | 8 | -1 | -2.3 | -12 | 1 | -5 | 26
COc1cccc(N=Nc2c(C)[nH]n(-c3ccccc3)c2=O)c1 | -118 | -15 | -3 | -7 | 4.4 | 10 | 5 | 16 | 17
COc1ccc2[nH]cc(C(=O)CN3CCN(C(=O)c4ccco4)CC3)c2c1 | -21 | 19 | 8 | 0 | -2.5 | -25 | 8 | 2 | 13
CC(OC(=O)c1cccs1)C(=O)NCc1ccccc1 (stereo not drawn) | 19 | 21 | 38 | -2 | 3.1 | -21 | 7 | -5 | 25
Cc1nn(CC(=O)N2CCC(C)CC2)c(=O)c2nn(-c3ccccc3)c(C)c12 | 4 | 2 | 9 | -1 | -2.1 | 23 | -4 | -7 | 9
CCCCNC(=O)Cn1cnc2c(cnn2-c2ccc(C)cc2)c1=O | 10 | -10 | -2 | -3 | 0.0 | -24 | -2 | 3 | 6

# The list continues:
SMILES,Mdm2 MdmX PPI,tim10-1 inh,TIM10 inh,APJ agonist,CHOP UPR activ,APJ antag,XBP1 UPR activ,CXCR6 block,tim23-1 inh
CN(CC(=O)Nc1ccc2c(c1)OCCO2)CC(=O)Nc1ccc(F)c(F)c1F,21,-8,-2,0,-1.5,-1,-3,-2,-13
Cc1ccc2cc3c(nc2c1)N(Cc1ccco1)CC3,-13,35,17,-1,4.4,4,1,-15,34
CCOC(=O)CNC(=O)/C=C/c1ccc2c(c1)OCO2,-2,10,6,-1,-1.4,-2,-1,1,3
O=C(CSc1cn(CCNC(=O)c2cccs2)c2ccccc12)NCC1CCCO1 (stereo not drawn),11,0,-10,2,0.0,6,0,-4,3
COc1ccc(OC)c(/C=C/C(=O)Nc2ccc3c(c2)CCC3)c1,10,9,26,-2,2.0,2,2,6,23
CC1OC(Oc2c(-c3cc(O)c(O)c(O)c3)oc3cc(O)cc(O)c3c2=O)C(O)C(O)C1O (stereo not drawn),15,4,3,-7,0.2,11,-1,3,9
CCC1CCCCN1C(=O)CSc1nnc(-c2c[nH]c3ccccc23)o1 (stereo not drawn),-15,20,23,-4,0.2,-11,1,-5,29
CC(=O)N1CCc2cc(Br)cc(S(=O)(=O)NCc3ccc(Cl)cc3)c21,2,-1,14,-1,1.8,-3,-4,8,12
CCOc1cc(/C=N/NC(=O)C(=O)NCC2CCCO2)ccc1OCC(=O)N1CCOCC1 (stereo not drawn),-1,0,3,-1,-2.0,11,2,1,11
CCc1nonc1NC(=O)c1oc2ccccc2c1C,4,-16,-10,1,2.0,11,0,-6,8
O=C(CCn1c(=O)sc2ccccc21)Nc1ccon1,22,-6,4,-3,-1.1,15,3,2,3
O=C(c1ccc(Cn2cc([N+](=O)[O-])cn2)o1)N1N=C(C(F)F)CC1(O)C(F)F (stereo not drawn),-10,16,-5,4,0.1,-7,-2,7,26
CCCC(=O)NC(c1ccc(OCC)cc1)c1ccc(OC)c(OC)c1 (stereo not drawn),-4,-4,1,-1,1.5,-1,5,-1,7
Oc1cccc(/C=N/Nc2cc(N3CCCC3)nc(N3CCCC3)n2)c1,1,24,19,-4,6.3,17,-1,-2,30
COc1ccccc1CN=Cc1[nH]c2ccc(Br)c(Cl)c2c1O,15,21,21,-7,0.0,-14,2,1,5
Cc1nc(=S)n(-c2ccccc2)[nH]1,41,5,0,3,1.7,6,-3,-4,10
COCCn1c(=NC(=O)c2cccs2)sc2cc(NC(C)=O)ccc21,27,14,4,-1,-2.2,0,-1,4,4
